Tau fil binding = binds recombinant human tau filaments; P10636; actives 2% (n = 71,000); Potency, µM (top dose mostly 57.1 µM), without a hit: at the highest dose activity change, negative = inhibition; recombinant tau filaments, thioflavin S fluorescence, 15 h; filaments grown with octadecylsulfate alongside compound;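 note: potency is the fitted concentration of half-maximal effect; % is set by controls: 0 for no effect and ±100 for the full control effect; actives lower thioflavin S fluorescence by blocking filaments or displacing dye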
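Recombinant tau protein (human, 1 uM final) plus 30 uM ODS in HEPES pH 7.4 with NaCl, DTT and thioflavine S. Compound present from the start; fluorescence at 510 nm after 15 h, 37 C.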
Ub-GFP proteasome = proteasome inhibitors stabilizing ubiquitin-GFP reporter; Potency, µM (doses to about 45.9 µM), inactives show at the top dose activation (GFP accumulation), actives largely listed as activators; 67,000 tested, under 10 active; Ubiquitin-GFP reporter cells, proteasome inhibition, GFP fluorescence; response scale: untreated = 0%, 10 µM MG-132 = 100%; active = well fitted activation curve with a large enough effect, not every such curve was filed as active; inconclusive = small, poorly fitted or top-dose-only effect, or another doubt; inactive = no such curve, though single readings can be large or run the other way; note: potency is the fitted concentration of half-maximal effect
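U2OS cells stably expressing ubiquitin(G76V)-GFP, seeded overnight in 0.5% FBS medium, were exposed to compounds (qHTS, 46 uM to 2.9 nM) for 4 hr at 37 °C. GFP-positive cells were counted by laser cytometry (488 ex/515 em), normalized between basal and 10 uM MG-132.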
Hsp90 Hop PPI = changes Hsp90-Hop TPR2A binding signal, up or down; Potency, µM (highest dose often 57 µM), inactives show top-dose activity change, negative = inhibition; actives 0.44% (n = 71,000); AlphaScreen TPR2A-His6 binding biotin-Hsp90 C-terminal peptide; AID 595; active = well fitted curve in either direction with a large enough effect; inconclusive = small, poorly fitted or top-dose-only effect, or another doubt; note: potency is the fitted concentration of half-maximal effect; % is set by controls: 0 for no effect and ±100 for the full control effect; many of its hits are not listed in these tables
ERK AVP block = vasopressin-driven ERK pathway inhibition | Potency, µM (series often up to 57.5 µM), for the others: top-dose activity, negative = inhibition, most hits filed as inhibitors | HEK293-V1b, vasopressin-stimulated pERK AlphaScreen | actives 0.99% (n = 72,000); note: potency is the fitted concentration of half-maximal effect; % is set by controls: 0 for no effect and ±100 for the full control effect; nearly all actives have a fitted effect of over 55% in size
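V1b-HEK293 cells; cpd 30 min 37C; 25 nM vasopressin 5 min; lyse 10 min; AlphaScreen beads 5 hr RT. Normalized to DMSO basal and 25 nM vasopressin; AC50 by Hill fit.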
15-hLO inh = blocks human 15-lipoxygenase activity. actives 1.4% (n = 74,000). P16050. AID 887. Potency, µM (highest dose often 57.1 µM), for the others: at the highest dose activity change, negative = inhibition, usual class: inhibitors. purified 15hLO-1, xylenol orange hydroperoxide absorbance; note: potency is the fitted concentration of half-maximal effect; % is set by controls: 0 for no effect and ±100 for the full control effect; nearly all actives have a fitted effect of over 55% in size
Target sequence (P16050 whole entry, looked up): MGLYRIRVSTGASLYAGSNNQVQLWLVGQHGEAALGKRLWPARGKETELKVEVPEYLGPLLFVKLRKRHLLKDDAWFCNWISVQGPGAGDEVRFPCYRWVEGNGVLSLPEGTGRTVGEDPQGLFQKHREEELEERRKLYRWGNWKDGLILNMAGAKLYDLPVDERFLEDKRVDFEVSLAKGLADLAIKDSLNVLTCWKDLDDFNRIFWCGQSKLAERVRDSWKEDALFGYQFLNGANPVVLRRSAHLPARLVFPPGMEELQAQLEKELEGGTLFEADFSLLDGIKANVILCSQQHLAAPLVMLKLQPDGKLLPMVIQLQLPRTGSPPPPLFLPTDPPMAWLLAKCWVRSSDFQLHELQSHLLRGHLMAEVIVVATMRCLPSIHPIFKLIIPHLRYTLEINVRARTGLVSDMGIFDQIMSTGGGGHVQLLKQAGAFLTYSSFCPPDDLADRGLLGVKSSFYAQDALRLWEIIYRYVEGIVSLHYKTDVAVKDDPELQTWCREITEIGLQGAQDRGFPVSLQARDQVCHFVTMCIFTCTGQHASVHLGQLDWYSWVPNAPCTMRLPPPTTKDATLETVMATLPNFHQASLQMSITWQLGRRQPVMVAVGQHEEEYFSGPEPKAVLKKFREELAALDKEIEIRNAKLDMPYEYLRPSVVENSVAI
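Quantitative HTS in 25 mM Hepes pH 7.5 containing 0.01% Triton X-100: human 15hLO-1 at 40 nM, arachidonic acid at 50 uM, 6 min turnover. Product quantified via ferrous oxidation/xylenol orange, 573:405 nm absorbance ratio.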
Epigenetic mod = epigenetic modulators derepressing GFP locus in mouse cells. mouse C127i GFP locus derepression, cytometry, 30 h. Potency, µM (highest dose often 46.1 µM), inactives show at the highest dose GFP derepression (activation). actives 0.09% (n = 68,000). AID 597; note: % of control where 0% means no effect
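Derepression screen: silenced CMV-GFP reporter in murine C127i cells, 30 h compound incubation at 37 C, washed cells imaged by laser-scanning cytometer to enumerate GFP-expressing objects of 20 to 120 um.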
HBB splicing = alters splicing of the hemoglobin beta chain; HBB splicing reporter cell assay, activation; EGFP reporter with mutant IVS2-654 intron; response scale: normalised to 500 nM splice-correcting PNA; Potency, µM (top dose mostly 46.1 µM), for the others: at the highest dose activation, hits mostly activators; actives 0.06% (n = 65,000); AID 925; note: potency is the fitted concentration of half-maximal effect; 0% is about no effect
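Compounds were applied for 2 days to HeLa EGFP-654 cells, 500/well in Optimem with 2% FCS. The reporter's EGFP is disrupted by mis-splicing of beta-globin intron IVS2-654. Readout: summed well GFP fluorescence from 488 nm laser scanning; reference was 500 nM antisense […] 654 PNA.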
FLuc inh = firefly luciferase inhibition; P08659; purified firefly luciferase, luminescence, 8 min; Potency, µM (series often up to 57.1 µM), inactives show at the highest dose activity change, negative = inhibition, hits mostly inhibitors; actives 2.2% (n = 72,000); note: potency is the fitted concentration of half-maximal effect; % is set by controls: 0 for no effect and ±100 for the full control effect; nearly all actives have a fitted effect of over 40% in size
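Titration-based qHTS; buffer 50 mM imidazole pH 7.2, 50 mM KCl, 7 mM MgCl2, 10 uM ATP, 0.01% Tween 20, 0.05% BSA; luciferase/luciferin detector mix added after compound; 8 min, ambient; luminescence.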
Pol III holo inh = inhibitors of bacterial DNA polymerase III holoenzyme; reconstituted DNA polymerase III holoenzyme replication, biochemical; Potency, µM (titrated, usually from 57.1 µM), for the others: at the top dose activity change, negative = inhibition; actives 0.25% (n = 71,000); AID 603; note: potency is the fitted concentration of half-maximal effect; % is set by controls: 0 for no effect and ±100 for the full control effect
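Reconstituted *E. coli* holoenzyme (0.35 nM Pol III, 1 nM beta, 154 nM SSB, 2 nM primase) was preincubated with compound for 15 min at RT. Synthesis on 1.4 nM ssM13Gori ran 35 min, then was stopped with PicoGreen/EDTA and read as dsDNA fluorescence.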
HADH2 inh = blocks human hydroxyacyl-CoA dehydrogenase type II. Q99714. recombinant HADH2, NADH fluorescence, beta-hydroxybutyryl-CoA. Potency, µM (top dose mostly 57.1 µM), for the others: at the top dose activity change, negative = inhibition, hits mostly inhibitors. actives 3.4% (n = 73,000). AID 886; note: potency is the fitted concentration of half-maximal effect; % is set by controls: 0 for no effect and ±100 for the full control effect; nearly all actives have a fitted effect of over 60% in size; many of its hits are not listed in these tables
Target sequence (Q99714 whole entry, looked up, one chain of several): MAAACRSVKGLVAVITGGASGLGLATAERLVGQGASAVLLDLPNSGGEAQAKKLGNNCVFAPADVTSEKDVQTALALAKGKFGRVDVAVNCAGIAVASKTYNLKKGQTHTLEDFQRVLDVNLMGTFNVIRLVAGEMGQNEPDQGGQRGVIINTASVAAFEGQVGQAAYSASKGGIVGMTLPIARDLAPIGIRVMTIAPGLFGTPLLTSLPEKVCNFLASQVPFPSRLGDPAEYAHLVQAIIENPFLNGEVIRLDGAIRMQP
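His-tagged recombinant enzyme from E. coli, 20 nM, preincubated 15 min RT with compound; reaction started with 1 mM NAD+ and 90 uM beta-hydroxybutyryl-CoA in 100 mM Tris-HCl pH 9.0. NADH fluorescence (ex 360/em 450) read over 4 min; last-minus-first difference.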
CRE-bla Fsk = modulators of forskolin-stimulated CRE signaling in CHO cells; CHO CRE-bla reporter (cAMP response element driving beta-lactamase), forskolin EC10, beta-lactamase ratio; Potency, µM (doses to about 38.2 µM), for the others: top-dose activity change, negative = inhibition, most hits filed as activators; actives 2.5% (n = 71,000); AID 662; active = well fitted activation curve with a large enough effect in the signal ratio, with a control signal flat, not every such curve was filed as active; inconclusive = small, poorly fitted or top-dose-only effect, or effect the other way, or a change in a side signal; the % refers to the signal ratio; note: potency is the fitted concentration of half-maximal effect; % of control where 0% means no effect
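CHO CRE-bla cells, overnight plating in Opti-MEM with 0.5% dialyzed FBS; cpd titration + EC10 NKH 477, 3 h 37 °C; CCF4 2 h RT; ex 405/em 460 vs 530 ratio → %Activity, AC50.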
Active calls of the source: *; ? = inconclusive; nt = not tested or not shown; [ ] = dose if it differs, or a comment. Unless noted, calls come from the whole dose curve; as a rule, active = well fitted curve in the direction sought with a large enough effect; inconclusive = small, poorly fitted or top-dose-only effect, or another doubt; inactive = no such curve, though single readings can be large; an effect the other way counts as inactive or inconclusive. These rows are one share of the data (hit frequency here may not be typical).

SMILES | Tau fil binding | Ub-GFP proteasome | Hsp90 Hop PPI | ERK AVP block | 15-hLO inh | Epigenetic mod | HBB splicing | FLuc inh | Pol III holo inh | HADH2 inh | CRE-bla Fsk
COc1cc2c(N3CCOCC3)cc(O)c(CC(=O)Nc3ccccc3)c2cc1OC | 12% | -3% | -3% | 2% | 7% | 10% | -1.7% | 0% | 0% | 1% | -5%
COC(=O)c1ccc(C(NC(=O)OCc2ccccc2)/C(C)=C/[C@@H](C)C(=O)NCCc2c[nH]c3ccc(OC)cc23)cc1 (some centres undefined) | 25% | nt | -10% | -7% | -21% | nt | -0.1% | nt | -2% | -7% | ?
Cn1nnnc1SCC(=O)N1CCN(Cc2ccccc2)CC1 | ? | 4% | 13% | 32µM* | ? | 3% | -1.7% | -10% | -3% | -19% | ?
O=C(CNC(=O)C12CC3CC(CC(C3)C1)C2)NC1=NCCS1 | -2% | 1% | ? | 31% | 2% | -3% | 0.0% | 4% | -4% | 1% | 13%
Cc1cc(C)c(C#N)c(SCCS(=O)(=O)Cc2ccccc2)n1 | 81% | -2% | 2% | 5% | -11% | 0% | -0.1% | 0% | -1% | -5% | 10%
CCCCCCN(C(=O)CCCCCN1C(=O)NC(c2ccc(-c3ccccc3)cc2)C(C(=O)OCc2ccccc2)=C1C)C(C(=O)NCCCC)c1ccc(O)c(C(=O)OC)c1 (centres undefined) | -13% | nt | -8% | 4% | -6% | nt | -0.4% | nt | 3% | -7% | 0%
CCOC(=O)CCn1c(CC(=O)OCC)nc2ccccc21 | -2% | nt | -3% | -16% | 1% | 0% | -1.2%[0.369 µM] | 1% | -2% | 11% | ?
CC(C)(C)c1cc(CN2CCN(CCO)CC2)cc(C(C)(C)C)c1O | -19% | -3% | -3% | 1% | -9% | 3% | -0.7% | -1% | -3% | -20% | 12%
C=CCNC(=O)CCNS(=O)(=O)c1ccc(Br)cc1 | -8% | -7% | -2% | 13% | -3% | 3% | 0.3%[1.84 µM] | 0% | 2% | 3% | 6%
Cc1cc2ncn(CC(O)COC3CCCCC3)c2cc1C (centres undefined) | -10% | 2% | -8% | 6% | 8% | 0% | -2.3%[9.22 µM] | 0% | -4% | 7% | 8%
C[C@@H]1/C=C\CC(=O)OC[C@H](C)C(=O)N[C@@H](Cc2ccccc2)C(=O)OC1 | nt | nt | nt | 5%[11.5 µM] | 3%[11.4 µM] | nt | 1.4%[9.22 µM] | -1%[11.4 µM] | nt | 1%[11.4 µM] | nt
CN(C)C(=O)c1ccc(-c2ccc3ncnc(N4CCC(C(=O)O)CC4)c3c2)cc1 | -3% | 0% | 2% | 5% | -5% | 0%[9.22 µM] | -1.7% | 0%[2.29 µM] | -5% | 12% | 1%
COc1ccccc1CN1C(=O)CN(C2CCCC2)C(=O)C1c1ccc(F)cc1 (centres undefined) | -16% | 3% | -2% | 3% | 10% | 0% | 2.5% | 1% | -4% | 0% | -10%
CN1CCC2(CC1)CCN(C(=O)c1cccc(F)c1)CC2 | -4% | -6% | -5% | ? | 9% | 0%[9.22 µM] | 2.0% | 1%[11.4 µM] | -7% | 4% | 3%
CC(=O)OC(C)(CCC(C)(OC(C)=O)C(C)=O)C(C)=O (centres undefined) | 2% | 19% | 1% | -9% | 5% | 0% | 0.3% | -4% | -3% | 6% | 1%
CNC(=O)CN(c1cc(C)ccc1C)S(C)(=O)=O | -6% | -3% | -6% | -12% | 12% | 0% | 0.5% | -1% | -2% | 9% | -7%
CCOC(=O)c1c(NC(=O)c2noc3c2CCCC3)sc(C)c1C | 6% | 1% | 5% | 12% | ? | 13% | -0.8% | 1% | -2% | 3.2µM* | ?
CC(C)(C)NC(=O)C1CCC(C)(C(=O)O)C1(C)C (centres undefined) | 0% | 7% | -4% | -15% | 8% | 4% | 0.1% | 2% | -1% | 5% | 3%
CC1=C(C(=O)Nc2ccccc2)C(c2ccco2)C(C#N)=C(SCC(=O)OC(C)C)N1 (centres undefined) | 17% | 18% | 8% | 0% | -23% | 0% | 0.2%[9.22 µM] | 1% | 1% | ? | ?
O=C(NO)c1ccc(C(=O)N(C2CCCCC2)C2CCCCC2)cc1 | -20% | 12% | -12% | -25% | ? | 2% | -2.3% | 1% | 0% | 3% | -9%
Cc1ccc(S(=O)(=O)NCc2cn3c(C)csc3n2)cc1 | 8% | 14% | -1% | 3% | 3% | 2% | 0.0% | 2% | -3% | 8% | -1%
COc1cccc(-c2cc(N)nn2C(=O)Nc2ccc(Cl)cc2)c1 | 10% | -7% | -5%[2.3 µM] | 4% | 5% | nt | 1.8% | -10% | 5% | 3% | -16%
O=C(Nc1cccs1)Nc1ccccc1Cl | 25µM* | nt | -11% | ? | 13µM* | -2% | 0.1%[0.369 µM] | -19% | -6% | ? | ?
CN1CCN(C2=C(Cl)C(=O)N(Cc3ccccc3)C2=O)CC1 | 3% | 2% | -7% | ? | 0% | -1% | -1.0% | 1% | -6% | -1% | -19%
O=C(NCCN1CCOCC1)c1ccc(CS(=O)(=O)Cc2ccccc2F)o1 | 0% | 6% | -1% | 9% | 1% | -1% | 0.0% | -1% | 2% | 3% | ?
Next part.
SMILES | Tau fil binding | Ub-GFP proteasome | Hsp90 Hop PPI | ERK AVP block | 15-hLO inh | Epigenetic mod | HBB splicing | FLuc inh | Pol III holo inh | HADH2 inh | CRE-bla Fsk
CN1CCN(c2ccccc2NC(=O)C(Cc2ccccc2)n2cccc2)CC1 (centres undefined) | 1% | 0% | -9% | -8% | -17% | 1% | 0.1% | 0% | -3% | -7% | -5%
O=C(OC1CCCCC1=O)c1cc(=O)c2ccccc2o1 (centres undefined) | 9% | -5% | 1% | 2% | -6% | 0% | 0.0%[57.5 µM] | 1% | -7% | 8% | -2%
CC(C)=CCC/C(C)=C/CO/N=C1/C[C@@H](O)[C@@H](O)[C@@H]2[C@@H]3C(=O)N(Cc4ccccc4)C(=O)[C@H]3CC[C@@H]12 | nt | nt | nt | 9%[11.5 µM] | 7%[11.4 µM] | nt | -1.4%[9.22 µM] | 1%[11.4 µM] | nt | -12%[11.4 µM] | nt
CC1(c2ccccn2)Nc2ccccc2-c2nc3ccccc3n21 (centres undefined) | -6% | -3% | 7% | -1% | 0% | 0% | 4.5%[0.369 µM] | -28% | -7% | 32µM* | 4%
COc1ccc(-n2c(Cc3cccn3C)nnc2SCC(=O)NCC2CCCO2)cc1 (centres undefined) | 10% | 9% | -2%[2.3 µM] | 13% | -15% | nt | 0.5% | 1% | 5% | -3% | 0%
CN1CCN(S(=O)(=O)c2ccc(=O)[nH]c2)CC1 | 44% | 5% | -1% | -12% | -12% | 0% | -1.2% | -8% | -11% | ? | 13%
O=C(COc1cc(Cl)c(Cl)cc1Cl)Nn1cnnc1 | 8% | -5% | -3% | -3% | 10% | -5% | -1.7% | 0% | -6% | -2% | -7%
COC(=O)C1=C(C)N=c2s/c(=C/c3ccoc3)c(=O)n2C1c1ccccc1 (centres undefined) | -11% | 0% | -23% | -30% | ? | -3% | 2.6% | -1% | 0% | 3.2µM* | ?
O=C(Nn1cnc2ccccc2c1=O)C1CCCCC1 | 7% | -9% | 2% | 16% | 5% | -3% | -0.8% | -1% | 3% | 5% | -3%

Full records, quoted from the list. Order of values: Tau fil binding, Ub-GFP proteasome, Hsp90 Hop PPI, ERK AVP block, 15-hLO inh, Epigenetic mod, HBB splicing, FLuc inh, Pol III holo inh, HADH2 inh, CRE-bla Fsk
CC(C)(C)c1cc(CN2CCN(CCO)CC2)cc(C(C)(C)C)c1O is listed as -19%, -3%, -3%, 1%, -9%, 3%, -0.7%, -1%, -3%, -20%, 12%
CN1CCC2(CC1)CCN(C(=O)c1cccc(F)c1)CC2 is listed as -4%, -6%, -5%, ?, 9%, 0%[9.22 µM], 2.0%, 1%[11.4 µM], -7%, 4%, 3%
Cc1ccc(S(=O)(=O)NCc2cn3c(C)csc3n2)cc1 is listed as 8%, 14%, -1%, 3%, 3%, 2%, 0.0%, 2%, -3%, 8%, -1%

Screens as filed in PubChem BioAssay.
